# Bioassay records (PubChem)
# Bim-Bcl-B = inhibitors of Bim-Bcl-B interaction, human; Q9HD36; bead-based flow cytometry, Bim peptide-Bcl-B binding; inhibition, % at 10 µM; 190,000 tested, 0.073% active; AID 951;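 note: 0% = tracer peptide without compound and 100% = reference inhibitor peptide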
# Target sequence (Q9HD36 whole entry, looked up): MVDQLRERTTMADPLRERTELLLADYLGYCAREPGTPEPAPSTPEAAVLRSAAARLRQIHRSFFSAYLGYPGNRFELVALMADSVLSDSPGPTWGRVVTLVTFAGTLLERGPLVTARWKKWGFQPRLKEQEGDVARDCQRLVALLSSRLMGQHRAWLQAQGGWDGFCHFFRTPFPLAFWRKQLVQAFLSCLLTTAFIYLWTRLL
# Bim-Bcl-XL = human Bim-Bcl-XL interaction inhibition. inhibition, % at 10 µM. 190,000 tested, 0.04% active. Bim peptide-Bcl-XL binding, bead flow cytometry, fluorescence
# Target sequence (Q07817 whole entry, looked up): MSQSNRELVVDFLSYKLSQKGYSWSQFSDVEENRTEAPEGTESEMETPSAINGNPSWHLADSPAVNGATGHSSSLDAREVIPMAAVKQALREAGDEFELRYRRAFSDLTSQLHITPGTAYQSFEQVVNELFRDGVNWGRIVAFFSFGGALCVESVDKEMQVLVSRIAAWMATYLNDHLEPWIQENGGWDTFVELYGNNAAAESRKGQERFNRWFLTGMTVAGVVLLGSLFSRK
# Rab7 wt modul = dog Rab7 wildtype GTP binding, inhibitors and activators. GST-Rab7 beads, fluorescent GTP binding, flow cytometry; actives lie on both sides; untreated = 100%, excess cold GTP = 0%. GTP binding activity (percent of control), % at 10 µM. 190,000 tested, 0.055% active. AID 758;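 active = fluorescent GTP binding to Rab7 beads changed by at least 20 points from the 100% baseline, either direction, mostly lower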;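 note: median green fluorescence of bound Bodipy-FL-GTP per Rab7 bead population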
# Bim-Bcl-2 = human Bim-Bcl-2 interaction inhibition | P10415 | Bead-based flow cytometry, Bim peptide-Bcl-2 binding | inhibition, % at 10 µM | 190,000 tested, 0.06% active | AID 950; in the data active = inhibition above about 40%;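 note: 0% = no compound wells with probe peptide and 100% = reference peptide inhibitor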
# Bim-Bcl-W = human Bim-Bcl-W interaction inhibition | inhibition, % at 10 µM | AID 952 | Q92843 | 190,000 tested, 0.02% active | bead-based flow cytometry, Bim peptide-Bcl-W binding;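 note: 0% = bound tracer without compound and 100% = peptide blocker; higher means less fluorescent Bim peptide bound to Bcl-W beads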
# Target sequence (Q92843 whole entry, looked up): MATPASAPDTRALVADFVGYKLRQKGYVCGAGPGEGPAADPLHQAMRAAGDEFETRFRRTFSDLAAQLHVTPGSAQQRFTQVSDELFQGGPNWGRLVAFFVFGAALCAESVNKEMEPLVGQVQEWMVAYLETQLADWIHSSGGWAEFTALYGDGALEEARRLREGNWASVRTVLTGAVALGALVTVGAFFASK
# Rab2 wt GTP = changes GTP binding to wildtype dog Rab2A, up or down; AID 760; GST-Rab2 wt beads, Bodipy-GTP binding, flow cytometry; GTP binding activity, % at 10 µM; 190,000 tested, 0.19% active; P61105;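 active = GTP binding activity at least 20 points away from 100%, either lowered or raised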;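 note: 0% = beads with excess unlabeled GTP and 100% = no-compound control corrected for plate trend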
# HRas wt GTP bind = changes GTP binding to wildtype human HRas. 190,000 tested, 0.14% active. GTP binding activity, % at 10 µM. GST-Ras wt beads, Bodipy-FL-GTP binding, flow cytometry; actives lie on both sides. AID 759. P01112;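 active = GTP binding activity at least 20% away from the 100% baseline, either lowered as inhibitor or raised as activator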;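 note: 0% = unlabeled GTP competition control and 100% = no-compound control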
# Bim-Bfl-1 = human Bim-Bfl-1 interaction inhibition | Q16548 | Bead-based flow cytometry, Bim-Bfl-1 binding inhibition | inhibition, % at 10 µM | 190,000 tested, 0.12% active | AID 1008;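 note: 0% = wells without compound plus tracer and 100% = blocker peptide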
# Rac1 wt modul = alters GTP binding to wildtype human Rac1; GTP binding activity (% of control), % at 10 µM; GST-Rac1 beads, fluorescent GTP binding, flow cytometry; actives lie on both sides; 0 = cold GTP competed, 100 = untreated; P63000; 190,000 tested, 0.27% active;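 active = GTP binding activity at least 20 points away from the 100% control level, either lower or higher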
# Rac1 act GTP bind = human Rac1 activated mutant GTP binding change. percent activity (GTP binding), % at 10 µM. GST-Rac1 activated beads, fluorescent GTP binding, flow cytometry; actives lie on both sides; 100% means binding = to untreated wells. 190,000 tested, 0.11% active. P63000. AID 764;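 active = GTP binding at least 20 percentage points away from the 100% baseline, in either direction, so actives lie on both sides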
# Cdc42 wt = human Cdc42 wildtype GTP binding change, either direction; P60953; GST-Cdc42 beads, Bodipy-GTP binding, flow cytometry; actives lie on both sides; percent activity (GTP binding), % at 10 µM; 190,000 tested, 0.2% active; AID 761;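 active = percent activity GTP binding at least 20 points away from the 100% baseline, either down as inhibitor or up as activator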;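 note: median bead fluorescence of bound Bodipy-FL-GTP at 100 nM; 0% = excess unlabeled GTP control and 100% = no compound control; below 100% means less GTP binding so inhibitor and above means activator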
# * hit, by the source's call. Cut-off read from the data, not from the text of the source, unless noted: active = inhibition above about 40%. Rows were taken by chance; overall some 0.62% were active at least once.
nr | Bim-Bcl-B | Bim-Bcl-XL | Rab7 wt modul | Bim-Bcl-2 | Bim-Bcl-W | Molecule | Rab2 wt GTP | HRas wt GTP bind | Bim-Bfl-1 | Rac1 wt modul | Rac1 act GTP bind | Cdc42 wt
1 | 2 | 1 | 101 | 1 | 0 | Cn1c(=O)c(-c2cc(=O)[nH][nH]2)c(O)c2ccccc21 | 100 | 97 | -2 | 94 | 95 | 99
2 | -11 | -24 | 102 | -6 | -4 | COc1ccc(CCNS(=O)(=O)c2cccc(F)c2)cc1OC | 101 | 102 | -13 | 102 | 98 | 101
3 | -7 | -6 | 97 | -4 | -7 | O=S(=O)(c1cccc2ccccc12)N1CCSC1 | 99 | 100 | 0 | 101 | 99 | 102
4 | -7 | -3 | 99 | 1 | -3 | c1sc2[n+](c1C13CC4CC(CC(C4)C1)C3)CCS2 | 100 | 98 | 0 | 104 | 97 | 98
5 | -6 | -1 | 93 | 2 | -3 | Cc1ccccc1C(=O)NC1CCN(CC(=O)Nc2ccc3c(c2)OCCO3)CC1 | 99 | 100 | -3 | 101 | 95 | 95
6 | 0 | 3 | 91 | 0 | 1 | COc1cccc(C(=O)CSc2nnnn2C2CCCCC2)c1 | 96 | 97 | -1 | 93 | 94 | 94
7 | -8 | 1 | 100 | -2 | 3 | CCc1cccc(NC(=O)COc2ccccc2)c1 | 102 | 102 | -9 | 101 | 99 | 103
8 | -5 | 1 | 104 | -9 | 2 | C/C(=N/OCC(=O)Nc1ccccc1)c1cccs1 | 104 | 102 | -7 | 107 | 102 | 104
9 | 0 | -1 | 96 | 0 | 0 | Cc1ccc(SCC(=O)Nc2ccc(N3CCN(C)CC3)c(F)c2)c(C)c1 | 99 | 100 | -3 | 103 | 100 | 103
10 | -8 | -5 | 97 | -5 | 0 | CC(=NCc1ccco1)c1c(C)[nH]n(-c2nc3ccccc3s2)c1=O | 100 | 101 | -11 | 101 | 96 | 99
11 | -11 | -11 | 96 | -16 | -10 | CCOc1nc(NC(=O)NC(=O)c2ccccc2)nc(-c2ccccc2)n1 | 92 | 92 | -13 | 94 | 96 | 98
12 | -6 | -8 | 101 | 0 | -6 | Cc1cccc(N=C2NN=C(c3c(C)[nH]c4ccccc34)CS2)c1 | 101 | 104 | 1 | 106 | 99 | 105
13 | -5 | -3 | 98 | -1 | -4 | CC(NC(=O)Cc1ccc(F)cc1)C(c1cccs1)N1CCN(C)CC1 (stereo not given) | 100 | 102 | -1 | 106 | 100 | 102
14 | -3 | -1 | 96 | -4 | 0 | Cc1ccc(NC(=O)Cn2nc(C)c([N+](=O)[O-])c2C)cc1C | 92 | 91 | -4 | 96 | 94 | 90
15 | -5 | -4 | 103 | -5 | -4 | N/C(=C/C(=O)c1ccccc1O)C(F)(F)F | 99 | 101 | -6 | 104 | 102 | 101
16 | -4 | -2 | 94 | -4 | 4 | CCOc1ccccc1NC(=O)CCSc1nc2n[nH]c(C)c2c(=N)n1-c1ccccc1Cl | 94 | 98 | -5 | 94 | 93 | 96
17 | -8 | -3 | 102 | -7 | -1 | CCn1ccnc1CN(C)Cc1nc(CCC(C)C)no1 | 97 | 93 | -7 | 96 | 93 | 94
18 | -7 | -3 | 93 | -3 | -2 | Cc1c(Cl)cccc1NC(=O)CCCN1C(=O)c2cccnc2C1=O | 95 | 97 | -7 | 99 | 98 | 99
19 | -10 | -7 | 97 | -19 | -5 | COC(=O)c1c(NC(=O)CN(c2ccccc2)S(C)(=O)=O)sc2c1CCCC2 | 99 | 99 | -15 | 105 | 99 | 95
20 | 8 | 1 | 97 | 0 | 0 | O=S(=O)(NCCc1nnc2ccc(SCc3cccnc3)nn12)c1ccccc1 | 96 | 96 | 6 | 98 | 96 | 98
21 | 0 | -1 | 88 | -4 | 0 | O=C(O)CSc1nnc(SCc2cccc3ccccc23)s1 | 85 | 90 | -3 | 86 | 86 | 89
22 | -3 | -3 | 101 | -1 | -5 | CCCCN(CCCNC(=O)C1CCN(S(=O)(=O)CC)CC1)c1ccccc1 | 99 | 99 | -6 | 104 | 99 | 99

# Molecules shown so far that contain four or more nitrogen atoms (eight):
nr | Bim-Bcl-B | Bim-Bcl-XL | Rab7 wt modul | Bim-Bcl-2 | Bim-Bcl-W | Molecule | Rab2 wt GTP | HRas wt GTP bind | Bim-Bfl-1 | Rac1 wt modul | Rac1 act GTP bind | Cdc42 wt
6 | 0 | 3 | 91 | 0 | 1 | COc1cccc(C(=O)CSc2nnnn2C2CCCCC2)c1 | 96 | 97 | -1 | 93 | 94 | 94
10 | -8 | -5 | 97 | -5 | 0 | CC(=NCc1ccco1)c1c(C)[nH]n(-c2nc3ccccc3s2)c1=O | 100 | 101 | -11 | 101 | 96 | 99
11 | -11 | -11 | 96 | -16 | -10 | CCOc1nc(NC(=O)NC(=O)c2ccccc2)nc(-c2ccccc2)n1 | 92 | 92 | -13 | 94 | 96 | 98
12 | -6 | -8 | 101 | 0 | -6 | Cc1cccc(N=C2NN=C(c3c(C)[nH]c4ccccc34)CS2)c1 | 101 | 104 | 1 | 106 | 99 | 105
14 | -3 | -1 | 96 | -4 | 0 | Cc1ccc(NC(=O)Cn2nc(C)c([N+](=O)[O-])c2C)cc1C | 92 | 91 | -4 | 96 | 94 | 90
16 | -4 | -2 | 94 | -4 | 4 | CCOc1ccccc1NC(=O)CCSc1nc2n[nH]c(C)c2c(=N)n1-c1ccccc1Cl | 94 | 98 | -5 | 94 | 93 | 96
17 | -8 | -3 | 102 | -7 | -1 | CCn1ccnc1CN(C)Cc1nc(CCC(C)C)no1 | 97 | 93 | -7 | 96 | 93 | 94
20 | 8 | 1 | 97 | 0 | 0 | O=S(=O)(NCCc1nnc2ccc(SCc3cccnc3)nn12)c1ccccc1 | 96 | 96 | 6 | 98 | 96 | 98
